# Screens from PubChem BioAssay.
# AMA1 RON2 block = inhibitors of Plasmodium falciparum AMA1-RON2 interaction; actives 0.2% (n = 360,000); Potency, µM (titrated, usually from 58.2 µM), inactives show top-dose activity change, negative = inhibition, most hits filed as inhibitors; AlphaScreen AMA1-biotinylated RON2 peptide binding; AID 720542;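 further: potency means the concentration at half of the fitted maximal effect; 0% = vehicle wells and -100% = peptide control; nearly all actives have a fitted effect of over 45% in size; some results filed as inactive show a strong effect at the top dose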
#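 AMA1 (3D7) with his tag at 25 nM final met compounds first, then biotinylated RON2 peptide at 25 nM; detection used donor plus acceptor beads, 10 µg/mL apiece, read by AlphaScreen after 30 min at room temperature.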
# AmpC inh detg = AmpC beta-lactamase inhibition with detergent present | P00811 | Potency, µM (series often up to 114 µM), for inactives: at the highest dose activity change, negative = inhibition, most hits filed as inhibitors | AID 485294 | actives 0.041% (n = 370,000) | AmpC hydrolysis of nitrocefin, absorbance 480 nm, 0.01% Triton;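 further: potency means the concentration at half of the fitted maximal effect; 0% = no-compound wells and -100% = no-enzyme wells; nearly all actives have a fitted effect of over 25% in size; some results filed as inactive show a strong effect at the top dose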
# Target sequence (P00811 whole entry, looked up): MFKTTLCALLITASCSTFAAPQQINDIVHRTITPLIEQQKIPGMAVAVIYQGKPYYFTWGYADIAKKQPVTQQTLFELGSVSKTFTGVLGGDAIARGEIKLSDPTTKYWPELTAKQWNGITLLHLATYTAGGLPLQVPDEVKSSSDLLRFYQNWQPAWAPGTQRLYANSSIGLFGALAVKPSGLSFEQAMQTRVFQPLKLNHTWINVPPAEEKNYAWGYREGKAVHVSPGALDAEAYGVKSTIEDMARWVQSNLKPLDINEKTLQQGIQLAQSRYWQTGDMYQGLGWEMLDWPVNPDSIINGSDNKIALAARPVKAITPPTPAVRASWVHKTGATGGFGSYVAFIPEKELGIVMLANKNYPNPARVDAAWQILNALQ
#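 20 mM phosphate pH 7.0 + 0.01% (detergent screen) or 0.0001% Triton X-100; 5.3 nM AmpC reagent; cpd preinc 15 min RT; nitrocefin (800 uM stock) to start; A480 q20 s × 4 min; Activity was normalised to no-enzyme and no-compound control wells.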
# HCMV inh = human cytomegalovirus inhibition; HFF cells, HCMV-luciferase reporter, 72 h; stronger effect = lower value; activity change, negative = inhibition, % at 57.5 µM; actives 4.5% (n = 410,000); in the data active means activity change below about -60%; inconclusive means no clear call, values can overlap the other calls; inactive means above about -39%
#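 Compounds were evaluated in HFFs infected with an HCMV luciferase reporter virus (MOI 1 PFU/cell). Luciferase in lysates collected 72 h post infection served as the replication measure.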
# HCV inh = blocks hepatitis C virus; Potency, µM (titrated, usually from 41.8 µM), without a hit: top-dose activity change, negative = inhibition, hits mostly inhibitors; AID 651820; Huh7.5.1 HCVcc-Cre infection, luciferase reporter, 44 h; actives 3.4% (n = 340,000); further: potency means the concentration at half of the fitted maximal effect
#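 HCVcc-Cre virus at an moi near 0.5 was added right after compound to cells cultured 4 h from seeding (1,000 cells/well). Luciferase activity was determined 44 h later, 15 min after substrate addition at RT.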
# LmPK inh = inhibitors of Leishmania mexicana pyruvate kinase. purified LmPK, Kinase-Glo ATP luminescence, 1 h. actives 0.37% (n = 290,000). AID 1721. Potency, µM (highest dose often 57.5 µM), inactives show at the top dose activity change, negative = inhibition, usual class: inhibitors; further: potency means the concentration at half of the fitted maximal effect
# Target sequence (Q27686 whole entry, looked up): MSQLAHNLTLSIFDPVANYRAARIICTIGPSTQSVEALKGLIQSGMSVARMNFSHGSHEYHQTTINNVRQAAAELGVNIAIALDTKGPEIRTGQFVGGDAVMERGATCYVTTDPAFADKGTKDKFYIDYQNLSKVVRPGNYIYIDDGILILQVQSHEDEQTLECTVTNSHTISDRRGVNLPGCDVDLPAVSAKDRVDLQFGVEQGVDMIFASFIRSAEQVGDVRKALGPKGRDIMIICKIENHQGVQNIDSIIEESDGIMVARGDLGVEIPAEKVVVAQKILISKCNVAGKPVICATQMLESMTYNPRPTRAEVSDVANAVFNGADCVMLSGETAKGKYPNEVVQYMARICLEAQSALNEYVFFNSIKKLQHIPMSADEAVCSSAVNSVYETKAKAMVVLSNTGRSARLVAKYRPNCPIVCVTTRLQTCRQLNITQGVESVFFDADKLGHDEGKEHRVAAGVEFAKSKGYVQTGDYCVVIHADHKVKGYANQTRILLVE
#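 In 50 mM imidazole pH 7.2 with 7 mM MgCl2, LmPK (0.1 nM) turned over PEP (0.5 mM) and ADP (0.1 mM) for 1 h at room temperature. Luciferase read-out of ATP.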
# AmpC no deterg = AmpC beta-lactamase inhibition without detergent; AmpC nitrocefin hydrolysis, absorbance 480 nm, 0.0001% Triton; Potency, µM (titrated, usually from 57.1 µM), for the others: at the top dose activity change, negative = inhibition, hits mostly inhibitors; actives 0.52% (n = 330,000); AID 485341;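 further: potency means the concentration at half of the fitted maximal effect; plate controls were no compound for no effect and no enzyme for full effect; nearly all actives have a fitted effect of over 20% in size; some results filed as inactive show a strong effect at the top dose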
#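 20 mM phosphate pH 7.0 + 0.01% (detergent screen) or 0.0001% Triton X-100; 5.3 nM AmpC reagent; cpd preinc 15 min RT; nitrocefin (800 uM stock) to start; A480 q20 s × 4 min; Activity was normalised to no-enzyme and no-compound control wells.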
# Tb PYK inh = T. brucei pyruvate kinase inhibition; Q57TT1; TbPYK enzyme, Kinase-Glo Plus ATP luminescence, 45 min; Potency, µM (doses to about 76.8 µM), inactives show at the highest dose activity, negative = inhibition, actives largely listed as inhibitors; actives 0.12% (n = 410,000); further: potency means the concentration at half of the fitted maximal effect; nearly all actives have a fitted effect of over 50% in size
#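 Quantitative HTS: titrated library compounds versus trypanosomal pyruvate kinase in TEA buffer (pH 7.2) containing KCl, MgCl2, BSA and Tween-20. Reactions were initiated with ADP, 130 uM final. Kinase-Glo Plus luminescence was read after 45 min at RT.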
# The depositor's hits bear a star; ? = inconclusive; . = no result given; & = joins results of further samples; [ ] = remark or other dose. Unless noted, the call rests on the fitted dose curve; in most records, active means well fitted curve in the direction sought with a large enough effect; inconclusive means small, poorly fitted or top-dose-only effect, or another doubt; inactive means no such curve, though single readings can be large; an effect the other way counts as inactive or inconclusive. Unless noted, on the % scale 0 is the no-effect control and ±100 the full control effect. Outcome played no part in choosing rows. Share with any hit: about 7.5%.
SMILES,AMA1 RON2 block,AmpC inh detg,HCMV inh,HCV inh,LmPK inh,AmpC no deterg,Tb PYK inh
COc1ccc(Cn2c(CO)cnc2SCC(=O)Nc2cccc(NC(C)=O)c2)cc1,6.9%,-2.3%,-12.4,-5.7%,5.0%,-7.3%,1.9%
CC(=O)Nc1ccc(NC(=O)COC(=O)c2ccc([N+](=O)[O-])o2)cc1,9.3%,.,?,7.7%,.,-11.4%,-7.7%
CC(C)c1ccc(S(=O)(=O)c2nnn3c2nc(N2CCOCC2)c2sccc23)cc1,.,6.0%,24.7,.,.,.,3.8%
COc1ccccc1NC(=O)c1oc2ccccc2c1NC(=O)C(C)C,.,11.4%,0.4,.,.,.,1.8%
Cn1c(=O)c2c(nc(NCc3ccccc3)n2Cc2ccc(Cl)c(Cl)c2)n(C)c1=O,.,11.4%,-75.5*,.,.,.,-3.0%
CCN(Cc1ccccc1)c1ncnc2c1cnn2-c1ccc(F)cc1,.,2.9%,69.6,.,.,.,-0.2%
OC(c1cccc(Cl)c1)c1ncc(-c2ccccc2Cl)[nH]1 (stereo not drawn),-3.8%,.,16.2,.,.,.,2.6%
CC1(C(=O)NS(=O)(=O)c2ccccc2)CCN1C(=O)CC1CC1 (stereo not drawn),33.3%[activator],.,-16.6,.,.,.,-1.4%
Cc1nn(-c2ccccc2)c(C)c1/C=N/Nc1nc2ccccc2[nH]1,?,?,?,?,?,-2.3%,-8.7%
Cc1cccc(NC(=O)N2CCN3CCCCC3C2)c1C (stereo not drawn),.,17.8%,-24.3,.,.,.,19.7%
COc1cccc(Cn2c(=O)n(-c3cc(C)cc(C)c3)c(=O)c3oc4ccccc4c32)c1,.,7.5%,-24.9,.,.,.,1.9%
NC(=O)c1ccccc1OCC(=O)NS(=O)(=O)c1ccccc1,-3.0%,0.8%,-7.3,-6.0%,-1.1%,-12.1%,4.3%
Cc1c(NC(=O)c2nn(C(C)C)c(=O)c3ccccc23)c(=O)n(-c2ccccc2)n1C,3.4%,.,-17.3,.,.,.,6.4%
O=C(Nc1nnc(-c2ccc(F)cc2)s1)c1ccco1,-1.7%,-16.2%,70.6,10.4%,6.2%,-12.0%,0.8%
CCN(C(=O)C=Cc1ccco1)c1ccccc1,2.7%,.,1.6,-8.8%,.,.,-6.6%
CCOc1ccc(NCc2cccn2-c2nnc(N3CCC(C(=O)NCc4cccc(OC)c4)CC3)s2)cc1,.,22.6%,-84.3*,.,.,.,-2.1%
CCn1ccnc1CN(C)Cc1cn(-c2cc(C)ccc2C)nc1-c1ccccc1,5.6%,2.5%,54.2,-14.6%,3.3%,209.5%[activator],-3.9%
CCOC(=O)c1cc2c(c(-c3ccccc3)n1)[C@@H](CCO)N(S(=O)(=O)C(C)(C)C)C2,-10.7%,.,16.6,-6.8%,.,.,5.7%
Cc1ccc(F)cc1NC(=O)C12CC3CC(C1)CC(n1cnc([N+](=O)[O-])n1)(C3)C2,2.0%,?,-5.2,-25.3%,0.5%,-27.5%,-3.7%
CCC1(c2ccc(F)cc2)NC(=O)N(CC(=O)N2CCN(S(=O)(=O)c3ccc(Cl)cc3)CC2)C1=O (stereo not drawn),9.3%,?,-8.3,?,.,124.7%[activator],3.0%

# Part of the list above in order of length of the SMILES, low to high.
SMILES,AMA1 RON2 block,AmpC inh detg,HCMV inh,HCV inh,LmPK inh,AmpC no deterg,Tb PYK inh
CCN(Cc1ccccc1)c1ncnc2c1cnn2-c1ccc(F)cc1,.,2.9%,69.6,.,.,.,-0.2%
COc1ccc(Cn2c(CO)cnc2SCC(=O)Nc2cccc(NC(C)=O)c2)cc1,6.9%,-2.3%,-12.4,-5.7%,5.0%,-7.3%,1.9%
COc1cccc(Cn2c(=O)n(-c3cc(C)cc(C)c3)c(=O)c3oc4ccccc4c32)c1,.,7.5%,-24.9,.,.,.,1.9%

# Continued.
SMILES,AMA1 RON2 block,AmpC inh detg,HCMV inh,HCV inh,LmPK inh,AmpC no deterg,Tb PYK inh
Cc1ccc(C(=O)NCC2CCCO2)cc1S(=O)(=O)N1CCCCC1 (stereo not drawn),9.9%,4.0%,-27.5,.,-2.3%,-1.9%,-5.8%
CN(CP(=O)(O)CCc1ccccc1)S(C)(=O)=O,7.5%,?,-1.0,16.1%,-0.2%,-14.7%,1.0%
O=C(Nc1ccccc1)ON=C1CCCC1,14.9%,?,25.2,12.1%,-26.8%,-15.2%,0.3%
COc1cccc(-c2nc3nc(C)cc(C)n3c2Nc2c(C)cccc2C)c1,-7.1%,.,-31.6,.,.,.,5.0%
COc1ccccc1NC(=O)CC(c1ccc(OC(C)C)cc1)c1ccccc1OC (stereo not drawn),-1.1%,?,?,11.2µM*,0.5%,-13.6%,-14.2%
CCOc1ccc(-c2cc(C)[n+](CCO)c(-c3ccc(OCC)cc3)c2)cc1,-3.1%,8.8%,-76.9*,-23.8%,0.3%,42.6%,-13.3%
O=C(c1cccc([N+](=O)[O-])c1)N1CCN(CCc2ccncc2)CC1,.,0.1%,4.1,.,.,.,0.9%
CC1(C(=O)NS(=O)(=O)c2ccccc2)CCN1C(=O)c1cccc2ccccc12 (stereo not drawn),-2.2%,.,-4.3,.,.,.,0.9%
O=S(=O)(c1ccccc1)N1CCN(C(=S)Nc2ccc(F)cc2)CC1,11.4%,-2.6%,-26.5,8.9%,0.2%,-1.2%,-9.1%
Cc1nnc(NC(=O)CSCc2cc(=O)c3ccc(C)c(C)c3[nH]2)s1,.,19.7%,5.0,.,.,.,0.8%
CCN(CC)S(=O)(=O)c1cc(NC(=O)CSc2nc3c(cc2C#N)C(=O)CC(C)(C)C3)ccc1C,-12.5%,?,-85.4*,?,1.6%,-35.0%,2.1%
O=S1(=O)CC(N2CCN(CC3CC3)CC2)CN1Cc1cn(Cc2ccccc2C(F)(F)F)nn1 (stereo not drawn),-2.1%,.,-12.4,.,.,.,-1.6%
O=C(OCC(=O)N1CCCCCC1)c1cccc(Cl)c1Cl,-2.6%,.,-13.7,.,.,.,3.7%
Cn1cc(S(=O)(=O)N2CCCC2)cc1C(=O)N1CCN(c2cccc(Cl)c2)CC1,-10.5%,-5.6%&18.8%,?,-12.0%,1.3%,207.7%[activator],-1.7%&4.1%
CCCCC(C(=O)NCCC(C)C)N(CCCN1CCOCC1)C(=O)c1snc(C(N)=O)c1N (stereo not drawn),1.4%,-15.4%,7.3,9.4%,-0.1%,105.8%[activator],2.9%
COc1ccc(CCNC(=O)CCCn2c(=O)c3ccccc3n(Cc3cccc(Cl)c3)c2=O)cc1OC,.,-1.0%,-7.4,.,.,.,-5.3%
COCCCNC(=O)c1csc([C@@H]2O[C@H](CO)[C@H](O)[C@H](O)[C@H]2O)n1,16.6%,.,-5.7,.,.,.,0.4%
CS(=O)(=O)c1ccc(CNC(=O)C2(C(F)(F)F)CC(CCCO)CCCO2)cc1 (stereo not drawn),-1.1%,.,-66.6*,?,.,.,0.2%
O=C(CSc1nnc(-c2ccccc2)c(-c2ccccc2)n1)NCc1ccco1,-17.4%,-5.1%,-24.3,?,5.9%,-27.7%,-8.2%
Brc1cccc(-c2nnc3sc(CN4CCCCC4)cn23)c1,-4.5%,?,9.3,.,0.0%,-9.2%,0.9%
Cc1cccn2cc(CCNS(=O)(=O)c3ccc([N+](=O)[O-])cc3)nc12,-4.1%,-1.0%,16.5,14.4%,5.2%,-13.6%,3.6%
O=C(CSc1nc2ncccc2[nH]1)Nc1ccc2c(c1)OCCO2,-8.9%,-5.9%,63.1,16.5%,1.5%,-36.5%,-5.1%
CC1CCCCN1C(=O)CNCc1ccc(F)cc1 (stereo not drawn),-3.9%,0.4%,-16.6,7.6%,1.3%,-15.8%,1.7%
Cc1ccc(C(=O)Nc2ccc(C(=O)OCc3cc(=O)n4ccsc4n3)cc2)cc1,.,7.4%,20.1,.,.,-9.9%,-5.4%
Cc1nc(N2CCN(c3ccccc3F)CC2)[nH]c(=O)c1C,-2.6%,-12.4%,-24.1,11.6%,-0.3%,-2.7%,-0.5%
COc1ccc(C(=O)N2CCCC2(C#N)c2ccccc2)cc1[N+](=O)[O-] (stereo not drawn),-4.6%,2.3%,68.6,14.1µM*,2.0%,-26.9%,-4.7%
Cn1cnnc1SCC(=O)Nc1nc(-c2ccccc2)cs1,1.6%,79.4µM*,-0.3,?,-3.0%,-21.0%,0.1%
COc1ccc(-c2ccc(C(=O)O)c(=O)[nH]2)cc1,-14.6%,-0.7%,8.0,15.2%,-16.5%,-20.7%,2.9%
CNC(=O)c1cccc(NC(=O)CCCNC(=O)c2ccc(Cl)cc2)c1,-9.0%,-0.1%,5.9,4.2%,0.3%,-22.0%,-2.6%
COc1ccc(N2CCN(C(=O)c3ccc(-c4ccccc4)cc3)CC2)cc1,6.6%,-7.0%,.,8.1%,-0.4%,-11.3%,3.6%
O=C1NC(=O)C2C1C(c1ccc([N+](=O)[O-])cc1)=NN2Cc1ccccc1 (stereo not drawn),14.3%,?,-71.6*,9.3%,5.1%,-11.7%,-2.1%
CCOc1cc(/C=N/NC(=O)C(O)(c2ccccc2)c2ccccc2)ccc1OC(=O)c1ccco1,-3.2%,.,6.1,-22.7%,.,.,-3.5%
COc1ccc(NC(=O)N(O)C2(C#N)CCCCC2)cc1,-1.0%,.,-4.6,14.5%,.,.,-1.7%
Cc1ccccc1Cc1c(C)nc2c(C(=O)NCc3ccc4c(c3)OCO4)cnn2c1C,7.2%,0.8%,20.8,.,2.4%,-16.7%,5.6%
CCC1CCCCN1C(=O)c1cc(COc2ccc(-n3cncn3)cc2)on1 (stereo not drawn),-4.3%,1.3%,-60.6*,31.6µM*,-5.8%,-11.7%,-5.3%
CCC1NC(=O)c2cccnc2-n2c1nc1cc(OC)c(OC)cc1c2=O (stereo not drawn),1.4%,.,-6.7,.,.,.,3.7%
CCOCCCNC(=O)CN1C(=O)COc2ccc(S(=O)(=O)N3CCC(C)CC3)cc21,-2.9%,-4.4%,.,-4.5%,-6.9%,31.3%,0.0%
COCCCN(C(=O)Nc1ccccc1)C(C)c1ccncc1 (stereo not drawn),12.1%,?,-14.3,5.0%,-3.1%,-10.3%,0.9%

# Of the compounds above, these contain a CF3 group.
SMILES,AMA1 RON2 block,AmpC inh detg,HCMV inh,HCV inh,LmPK inh,AmpC no deterg,Tb PYK inh
O=S1(=O)CC(N2CCN(CC3CC3)CC2)CN1Cc1cn(Cc2ccccc2C(F)(F)F)nn1 (stereo not drawn),-2.1%,.,-12.4,.,.,.,-1.6%
CS(=O)(=O)c1ccc(CNC(=O)C2(C(F)(F)F)CC(CCCO)CCCO2)cc1 (stereo not drawn),-1.1%,.,-66.6*,?,.,.,0.2%
